Source: PubChem (Sanford-Burnham Center for Chemical Genomics)
MPTP block – mitochondrial permeability transition pore inhibitors, primary screen, biochemical, isolated mouse mitochondria, absorbance; inhibition, % at 10 µM; AID 602449, 2012; Ca2+ swelling absorbance, 30 min; 360,000 compounds, 1.4% hits;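 active = inhibition of 50% or more, scaled per plate between neutral and stimulator controls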;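 also: 0% = DMSO wells given calcium and 100% = 1 mM EGTA wells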
ATG4B inh – ATG4B protease inhibitors, primary screen, biochemical, fluorescence, uHTS; Cysteine protease ATG4B (Homo sapiens), Q9Y4P1; ATG4B cleavage of LC3-PLA2, NBD-HPC fluorescence, 1 h; inhibition, % at 8.33 µM; 340,000 compounds, 0.51% hits; AID 504462, 2011; in the data active = inhibition above about 40%
Target sequence (Q9Y4P1 whole entry, looked up): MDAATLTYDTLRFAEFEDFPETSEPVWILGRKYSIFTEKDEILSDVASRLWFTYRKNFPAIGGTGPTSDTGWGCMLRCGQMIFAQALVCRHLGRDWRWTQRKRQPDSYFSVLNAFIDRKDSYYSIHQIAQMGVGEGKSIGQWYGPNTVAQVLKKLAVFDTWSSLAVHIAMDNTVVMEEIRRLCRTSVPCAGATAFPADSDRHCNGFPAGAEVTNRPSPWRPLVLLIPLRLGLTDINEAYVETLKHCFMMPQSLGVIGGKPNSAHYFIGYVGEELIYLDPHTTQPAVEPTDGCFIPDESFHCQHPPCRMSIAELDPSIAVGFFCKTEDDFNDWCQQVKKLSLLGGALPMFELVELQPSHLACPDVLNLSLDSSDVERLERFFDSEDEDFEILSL
Active calls of the source: *; x = no result given.

SMILES	MPTP block	ATG4B inh
Cc1ccc2c(c1)C1CN(C)CCC1N2C(=O)Cn1cnc2c1c(=O)n(C)c(=O)n2C (configuration not stated)	x	-1.6
COC(=O)C1=C(c2cccc(OCc3ccccc3)c2)C[C@@H]2CC[C@H]1N2C	2.7	x
O=C1NCN(c2ccccc2)C12CCN(C(c1cc3ccccc3o1)c1nnnn1C1CCCC1)CC2 (configuration not stated)	4.0	x
CCOC(=O)[C@]12Cc3c(cc(OC)c(OC)c3OC)[C@H]1N(C)C(=O)c1ccccc12	-0.4	x
CSCCC(c1nnnn1-c1ccc2c(c1)OCCO2)N1CCC(n2c(=O)[nH]c3ccccc32)CC1 (configuration not stated)	0.2	x
O=c1[nH]c2ccccc2n1C1CCN(C(c2ccnc3ccccc23)c2nnnn2-c2ccc3c(c2)OCCO3)CC1 (configuration not stated)	-1.9	x
CC(C)CN1Cc2cc(-c3ccccc3)ccc2-n2nncc2C1	0.8	x
C[C@H](CO)N1C[C@H](C)[C@@H](CN(C)C(=O)Oc2ccccc2)OCc2cnnn2CCCC1=O	-0.7	x
CCOC(=O)[C@]12Cc3ccccc3[C@H]1N(Cc1ccccc1)C(=O)c1cc(F)c(F)cc12	0.8	x
O=C1NCN(c2ccccc2)C12CCN(C(c1ccnc3ccccc13)c1nnnn1-c1ccc3c(c1)OCCO3)CC2 (configuration not stated)	0.4	x
CCC(c1nnnn1-c1ccc(OC)cc1)N1CCC(n2c(=O)[nH]c3ccccc32)CC1 (configuration not stated)	-2.3	x
COc1ccc(C(=O)OCC2CN2c2cccc([N+](=O)[O-])c2)cc1 (configuration not stated)	-2.0	x
COc1c(OP2(=S)OCC(C)(C)CO2)cnn(C2CCCCC2)c1=O	-0.2	x
CCOC(=O)[C@]12Cc3ccccc3[C@H]1N(CCC(=O)OC)C(=O)c1ccccc12	-0.9	x
O=C1c2ccccc2-n2nnc(-c3ccccc3)c2C2c3ccccc3CCN12 (configuration not stated)	0.1	x
COc1ccc(-n2nnnc2C(CCc2ccccc2)N2CCC3(CC2)C(=O)NCN3c2ccccc2)cc1 (configuration not stated)	4.2	x
O=C1OCCC1C(=O)c1ccccc1 (configuration not stated)	-0.3	x
COc1ccc(-n2nnnc2C(c2cccc3ccccc23)N2CCC(n3c(=O)[nH]c4ccccc43)CC2)cc1 (configuration not stated)	0.5	x
CC(=O)OC1CC2OC3C=C(C)CCC3(C)C1(C)C21CO1 (configuration not stated)	0.1	x
CCOC(=O)[C@]12Cc3cc(Cl)ccc3[C@H]1N(C1CCCCC1)C(=O)c1ccccc12	-4.0	x
NC(Cc1ccc(F)cc1)c1csc(Nc2ncccn2)n1 (configuration not stated)	2.0	x
CCOC(=O)[C@]12Cc3cc(C)ccc3[C@H]1N(C(C)C)C(=O)c1ccccc12	-2.3	x
O=[N+]([O-])c1ccc(N(CCO)CCO)c2c1no[n+]2[O-]	21.0	x
COc1cccc(C(c2nnnn2C(C)(C)C)N2CCC3(CC2)C(=O)NCN3c2ccccc2)c1OC (configuration not stated)	0.8	x
C[C@@H]1CN([C@H](C)CO)C(=O)CCCn2nncc2CO[C@H]1CN(C)C(=O)Oc1cccc2ccccc12	1.1	x
O=C1C=C(N2CC2)c2ccccc2C1=O	-1.2	x
O=c1[nH]c2ccccc2n1C1CCN(C(c2nnnn2C2CCCC2)C2CC2)CC1 (configuration not stated)	-0.8	x
C[C@@]12CC[C@@H](c3cc4c(cc3C1)OCO4)N2c1ccccc1	1.1	x
CCCCn1nnnc1C(c1cccc(OC)c1OC)N1CCC2(CC1)C(=O)NCN2c1ccccc1 (configuration not stated)	-1.2	x
O=C(Cc1c(-c2ccccc2)nc2ccc(Br)cn12)N1CCCC1	1.4	x
O=C1NCN(c2ccccc2)C12CCN(C(c1ccnc3ccccc13)c1nnnn1C1CCCC1)CC2 (configuration not stated)	-2.3	x
CC(=O)NCC1=C(c2ccc3ccccc3c2)C[C@@H]2CC[C@H]1N2Cc1ccco1	-0.6	x
COc1ccc(C(c2nnnn2-c2c(C)cccc2C)N2CCC3(CC2)C(=O)NCN3c2ccccc2)cc1 (configuration not stated)	-1.8	x
COC(=O)CN(CCCl)P1(=O)OCCCN1CCCl (configuration not stated)	0.5	x
O=S1(=O)NCC2(CC2)CN1Cc1ccccc1	0.0	x
CCOC(=O)C1(c2ccccc2)CCN(CCC(=O)Nc2ccc(OC)cc2)CC1	-0.4	x
COc1cccc(C(c2nnnn2C2CCCC2)N2CCC3(CC2)C(=O)NCN3c2ccccc2)c1OC (configuration not stated)	-0.8	x
O=c1[nH]c2ccccc2n1C1CCN(C(CCc2ccccc2)c2nnnn2C2CCCC2)CC1 (configuration not stated)	0.5	x
CCOC(=O)CNC(=O)N1Cc2cc(-c3cccc(F)c3)ccc2-n2nncc2C1	-1.8	x
CN1CCCC2c3ccccc3CCC21 (configuration not stated)	-1.4	x
Cc1ccc(-[n+]2c(Cc3nn(-c4ccccc4)c(C)[n+]3-c3ccc(C)cc3)nn(-c3ccccc3)c2C)cc1	-0.3	x
COc1ccc(CCNCc2cc(OC)cc(OC)c2)cc1	1.4	x
CCOC(=O)C12C(=O)OCC1C2c1ccccc1 (configuration not stated)	2.6	x
CCC(c1nnnn1-c1ccc2c(c1)OCCO2)N1CCC2(CC1)C(=O)NCN2c1ccccc1 (configuration not stated)	-0.2	x
C[C@@H]1CN([C@H](C)CO)C(=O)CCCn2nncc2CO[C@@H]1CN(C)C(=O)Oc1cccc2ccccc12	-0.5	x
Cc1ccc(OC(=O)N(C)C[C@@H]2OCc3cnnn3CCCC(=O)N([C@@H](C)CO)C[C@H]2C)cc1	-0.9	x
COc1ccc(C2C3C=CC(C3)C2C(=O)O)cc1 (configuration not stated)	0.2	x
O=NN(CCF)C(=O)NC1CCC(=O)NC1=O (configuration not stated)	0.1	x
c1ccc(C2(NC3=NCCO3)CCCCC2)cc1	-1.4	x
Cc1cccc(C)c1-n1nnnc1C(c1ccnc2ccccc12)N1CCC2(CC1)C(=O)NCN2c1ccccc1 (configuration not stated)	0.9	x
Cc1ccc(C(O)(C(=O)OC(C)C)C(O)c2ccccc2)cc1 (configuration not stated)	-1.1	x
CCOC(=O)[C@]12Cc3cc(OC)ccc3[C@H]1N(CC(=O)OC)C(=O)c1cc(OC)ccc12	-2.7	x
c1ccc(N2[C@@H]3CC[C@H]2c2ccccc2C3)cc1	-1.7	x
COc1ccc(CCN)cc1S(N)(=O)=O	-3.8	x
CC(C)C[C@H]1COc2cc(N3CCN(C)CC3)ccc2S(=O)(=O)N1	-0.5	x
Cc1ccc2c(c1)Oc1ccccc1N=C2	0.0	x
O=C(Nc1ccc(C(=O)O)cc1)Oc1ccc(N(CCCl)CCCl)cc1	-0.1	x
O=C(CCc1ccccc1)N1Cc2cc(N3CCCCC3)ccc2-n2nncc2C1	-0.1	x
O=C(NCC1=C(c2ccc3ccccc3c2)C[C@@H]2CC[C@H]1N2Cc1ccco1)c1ccc([N+](=O)[O-])cc1	-1.6	x
CN1C(=O)CN=C(c2ccc[nH]2)c2cc(Cl)ccc21 (tested in a mixture with another compound)	-1.1	x

Not a retest: 15 of the compounds above.
SMILES	MPTP block	ATG4B inh
Cc1ccc(-[n+]2c(Cc3nn(-c4ccccc4)c(C)[n+]3-c3ccc(C)cc3)nn(-c3ccccc3)c2C)cc1	-0.3	x
COc1ccc(CCNCc2cc(OC)cc(OC)c2)cc1	1.4	x
CCOC(=O)C12C(=O)OCC1C2c1ccccc1 (configuration not stated)	2.6	x
CCC(c1nnnn1-c1ccc2c(c1)OCCO2)N1CCC2(CC1)C(=O)NCN2c1ccccc1 (configuration not stated)	-0.2	x
C[C@@H]1CN([C@H](C)CO)C(=O)CCCn2nncc2CO[C@@H]1CN(C)C(=O)Oc1cccc2ccccc12	-0.5	x
Cc1ccc(OC(=O)N(C)C[C@@H]2OCc3cnnn3CCCC(=O)N([C@@H](C)CO)C[C@H]2C)cc1	-0.9	x
COc1ccc(C2C3C=CC(C3)C2C(=O)O)cc1 (configuration not stated)	0.2	x
O=NN(CCF)C(=O)NC1CCC(=O)NC1=O (configuration not stated)	0.1	x
c1ccc(C2(NC3=NCCO3)CCCCC2)cc1	-1.4	x
Cc1cccc(C)c1-n1nnnc1C(c1ccnc2ccccc12)N1CCC2(CC1)C(=O)NCN2c1ccccc1 (configuration not stated)	0.9	x
Cc1ccc(C(O)(C(=O)OC(C)C)C(O)c2ccccc2)cc1 (configuration not stated)	-1.1	x
CCOC(=O)[C@]12Cc3cc(OC)ccc3[C@H]1N(CC(=O)OC)C(=O)c1cc(OC)ccc12	-2.7	x
c1ccc(N2[C@@H]3CC[C@H]2c2ccccc2C3)cc1	-1.7	x
COc1ccc(CCN)cc1S(N)(=O)=O	-3.8	x
CC(C)C[C@H]1COc2cc(N3CCN(C)CC3)ccc2S(=O)(=O)N1	-0.5	x

Carrying on.
SMILES	MPTP block	ATG4B inh
S=C(NCCc1ccccc1)N1Cc2ccccc2-n2nncc2C1	-1.5	x
COc1ccc(OC(=O)N(C)C[C@H]2OCc3cnnn3CCCC(=O)N([C@H](C)CO)C[C@@H]2C)cc1	-0.6	x
COc1ccc(C2C=C(C)Oc3c2c(=O)oc2ccccc32)cc1OC (configuration not stated)	-0.3	x
CC(C)(C)C(=O)N1Cc2cc(-c3ccccc3)ccc2-n2nncc2C1	-1.4	x
CCOC(=O)[C@]12Cc3cc(C)ccc3[C@H]1N(C1CCCCC1)C(=O)c1cc(OC)ccc12	-1.8	x
O=C1C(Br)C2CCC1C2C(=O)O (configuration not stated)	1.7	x
CC(C)C1C(C#N)=C(N)Oc2c1c(=O)oc1ccccc21 (configuration not stated)	0.3	x
O=C1NCN(c2ccccc2)C12CCN(C(c1nnnn1Cc1ccccc1)C1CC1)CC2 (configuration not stated)	-1.3	x
Cc1cccc(C)c1-n1nnnc1C(c1cc2ccccc2o1)N1CCC(n2c(=O)[nH]c3ccccc32)CC1 (configuration not stated)	1.8	x
CCOC(=O)CNC(=O)N1Cc2ccc(Br)cc2-n2nncc2C1	-1.4	x
CCOC(=O)[C@]12Cc3ccccc3[C@H]1N(CCC(=O)OC)C(=O)c1cc(OC)ccc12	-2.4	x
CC(C)(C)C(=O)N1Cc2cc(N3CCOCC3)ccc2-n2nncc2C1	1.1	x
CC(=O)CC(c1ccc2c(c1)OCO2)c1c(O)c2ccccc2oc1=O (configuration not stated)	-1.2	x
Oc1ccc(CCNCc2cc3c(cc2Br)OCO3)cc1	2.3	x
OCC1OC(n2cnc3cc(Cl)c(Cl)cc32)C(O)C1O (configuration not stated)	-2.4	x
COc1ccc(C(c2nnnn2Cc2ccccc2)N2CCC(n3c(=O)[nH]c4ccccc43)CC2)cc1 (configuration not stated)	-0.4	x
C[C@]12CC[C@@H](O)C[C@@H]1CC[C@@H]1[C@@H]2CC[C@]2(C)C(=O)[C@H](O)C[C@@H]12	1.2	x
C[C@]12CC[C@@H](O)CC1=CCC1C2CC[C@@]2(C)C1CC[C@@H]2O (some centres not stated)	-0.1	x
c1ccc(CN2Cc3ccccc3-n3nncc3C2)nc1	-1.4	x
C[C@@H]1CN([C@@H](C)CO)C(=O)CCCn2nncc2CO[C@H]1CN(C)C(=O)Oc1cccc2ccccc12	0.9	x

2 entries from above, reformatted.
Molecule | MPTP block | ATG4B inh
O=C1NCN(c2ccccc2)C12CCN(C(c1nnnn1Cc1ccccc1)C1CC1)CC2 (configuration not stated) | -1.3 | x
Cc1cccc(C)c1-n1nnnc1C(c1cc2ccccc2o1)N1CCC(n2c(=O)[nH]c3ccccc32)CC1 (configuration not stated) | 1.8 | x

(cont.)
SMILES	MPTP block	ATG4B inh
C/C=C1\NC(=O)[C@H](C)NC(=O)[C@@H](NC(=O)[C@H](Cc2ccc(O)cc2)NC(=O)[C@@H](NC(=O)/C(C)=C/C)C(C)C)[C@@H](C)OC(=O)[C@H](CCCc2ccc(O)cc2)NC(=O)[C@@H](CCC(=O)O)NC1=O	0.2	x
CSCCC(c1nnnn1-c1c(C)cccc1C)N1CCC2(CC1)C(=O)NCN2c1ccccc1 (configuration not stated)	0.0	x
C[C@]1(O)CCC2C3CC[C@H]4C[C@@H](OC(=O)[C@@H](N)CCCCN)CC[C@]4(C)C3CC[C@@]21C (some centres not stated)	1.0	x
CC(C)COC(=O)N1Cc2ccccc2-n2nncc2C1	2.1	x
Cc1nc(-c2cccc(CN(C)C(=O)Oc3ccc([N+](=O)[O-])cc3)c2)no1	-1.6	x
Cc1ccc(OC(=O)N(C)C[C@H]2OCc3cnnn3CCCC(=O)N([C@@H](C)CO)C[C@H]2C)cc1	-0.9	x
O=C(C1CCCCC1)N1Cc2ccccc2-n2nncc2C1	-0.3	x
CCOC(=O)[C@]12Cc3cc(Cl)ccc3[C@H]1N(CC(=O)OC)C(=O)c1ccccc12	-4.1	x
CC(C)C1CN1CC(O)Cn1ccnc1[N+](=O)[O-] (configuration not stated)	0.7	x
c1ccc2c(c1)CN(Cc1ccc3c(c1)OCO3)Cc1cnnn1-2	-1.6	x
COc1nc2ccccc2nc1N1CC1	-1.7	x
CC1(C)CC(=O)CC(C)(C)N1O	-1.4	x
O=S(=O)(c1cc(Cl)cc(Cl)c1)N1Cc2cc(-c3ccccc3)ccc2-n2nncc2C1	2.2	x
CC(C)CN1Cc2cc(-c3cccc(F)c3)ccc2-n2nncc2C1	0.0	x
O=c1[nH]c2ccccc2n1C1CCN(C(c2ccccc2OC(F)(F)F)c2nnnn2Cc2ccccc2)CC1 (configuration not stated)	-1.1	x
O=C1NCN(c2ccccc2)C12CCN(C(c1ccccc1OC(F)(F)F)c1nnnn1Cc1ccccc1)CC2 (configuration not stated)	4.1	x
CCC(c1nnnn1C(C)(C)C)N1CCC2(CC1)C(=O)NCN2c1ccccc1 (configuration not stated)	-0.2	x
O=C1NCN(c2ccccc2)C12CCN(C(CCc1ccccc1)c1nnnn1C1CCCCC1)CC2 (configuration not stated)	2.0	x
CNC(=O)Oc1c(C)[nH]ccc1=O	0.7	x
O=C(CCc1ccccc1)N1Cc2cc(-c3cccc(F)c3)ccc2-n2nncc2C1	-0.1	x
Cc1ccccc1-c1ccc2c(c1)C1c3c(-c4ccccc4)nnn3-c3ccccc3C(=O)N1CC2 (configuration not stated)	0.5	x
S=C(NCCc1ccccc1)N1Cc2cc(-c3ccccc3)ccc2-n2nncc2C1	2.2	x

Only part of the results is shown; count on the stated rates, not on these rows.
